Compound activity (PubChem)
Chronic BCR inh: qHTS Assay to Find Inhibitors of Chronic Active B-Cell Receptor Signaling | ABC-DLBCL IkBa-CBG/CBR reporter, luminescence ratio, 4 h | Potency, µM (doses to about 46.1 µM), without a hit: top-dose ratio change, negative = lower green/red ratio, most hits filed as inhibitors | 0.05% of 340,000 active | AID 493014, 2011; active = well fitted inhibition curve with a large enough effect in the signal ratio, with a control signal flat, not every such curve was filed as active; inconclusive = small, poorly fitted or top-dose-only effect, or effect the other way, or a change in a side signal; the % refers to the signal ratio;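 also: potency is read from the fitted curve at half-maximal effect; plate controls were basal doxycycline-induced cells for no effect and cells given 10 µM MG132 for full effect; MG132 reads +100%, hits lower the ratio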
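Compounds up to 46 uM were incubated four hours with TMD8 cells whose green CBG68 luciferase is fused to IkappaBalpha; red CBR luminescence normalised the signal, and concentration-effect curves were fitted to fusion, red and ratio data.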
TCR act: Activators of T cell receptors: qHTS campaign. primary human leukocytes, anti-CD3, IL-2 HTRF, 48 h. Potency, µM (titrated, usually from 9.22 µM), for the others: at the top dose activation of IL-2 secretion, most hits filed as activators. 330,000 tested, under 10 active; also: % of control where 0% means no effect
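IL-2 produced over 48 hr by a-CD3 bead-stimulated primary human leukocytes exposed to compounds was detected with a homogeneous time-resolved FRET immunoassay, 665nm acceptor signal after 320nm excitation.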
TSHR antagonist: Antagonists of the Thyroid Stimulating Hormone Receptor: HTS campaign | Thyrotropin receptor (Homo sapiens), P16473 | TSHR-expressing cells, TSH-stimulated cAMP HTRF, 2 h; active compounds read low | activity change, negative = inhibition, % at 11.5 µM | 0.2% of 330,000 active;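 active = activity change below a set negative limit, meaning inhibition stronger than a set level, cut at about -70% in these data; inconclusive = activity change between two set negative limits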; also: % is scaled to controls: 0 for no effect and ±100 for the full control effect
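Competitive HTRF cAMP read-out (cryptate anti-cAMP antibody, cAMP-d2; 30 min, room temperature) in freshly harvested TSHR cells. Compounds added before TSH at EC80 (4nM final), followed by 2 hours' incubation at 37 deg C.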
AT treatment: qHTS Assay for Identifying a Potential Treatment of Ataxia-Telangiectasia; AID 485349, 2010; 0.19% of 320,000 active; […] A-T fibroblasts, KAP-1 phosphorylation AlphaLISA; neocarzinostatin DNA damage 30 min before lysis; Potency, µM (titrated, usually from 57.5 µM), for the others: top-dose activation, actives largely listed as activators; also: potency is read from the fitted curve at half-maximal effect; % of control where 0% means no effect; nearly all actives have a fitted effect of over 45% in size
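ATM-like activity read as KAP-1 phosphorylation via AlphaLISA donor/acceptor antibody pairs after lysis and 6 hr at 25C. Cells were ATM-null patient fibroblasts ([…], hTERT), dosed 60 min, then exposed to the DSB inducer NCS for 30 min.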
ASM inhibitor: Inhibitors of Secretory Acid Sphingomyelinase (S-ASM): qHTS; Potency, µM (top dose mostly 57.5 µM), inactives show at the highest dose activity change, negative = inhibition, usual class: inhibitors; placental ASM, HMU-PC fluorogenic substrate, 60 min; 0.006% of 340,000 active; Sphingomyelin phosphodiesterase (Homo sapiens), P17405; also: potency is read from the fitted curve at half-maximal effect
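qHTS format. ASM enzyme prepared from human placenta hydrolyses the fluorogenic substrate HMU-PC0 (9 uM final) over 60 min at 37 °C after a 10 min compound preincubation.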
TSG101-PTAP inh: qHTS Assay for Iinhibitors of HIV-1 Budding by Blocking the Interaction of PTAP/TSG101 | Potency, µM (highest dose often 115 µM), inactives show top-dose activity change, negative = inhibition, most hits filed as inhibitors | Tumor susceptibility gene 101 protein (Homo sapiens), Q99816 | Fluorescence polarization, FITC-PTAP peptide / Tsg101 binding | 340,000 tested, under 10 active; active = well fitted inhibition curve with a large enough effect in the main read-out, with a control signal flat, not every such curve was filed as active; inconclusive = small, poorly fitted or top-dose-only effect, or effect the other way, or a change in a side signal; inactive = no such curve, though single readings can be large or run the other way; also: potency is read from the fitted curve at half-maximal effect; % of control where 0% means no effect
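Fluorescence polarization binding of Tsg101 binding domain (10 uM final) to FITC-labeled PTAP peptide (50 nM final) in HEPES pH 7.5 buffer with NaCl, Tween 20, EDTA, TCEP. Compounds added before peptide; binding 20 min at RT.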
Mito fusion yeast: qHTS Assay for Small Molecule Inhibitors of Mitochondrial Division or Activators of Mitochondrial Fusion; S. cerevisiae fusion-defective mutant growth rescue, CellTiterGlo 48 h; Potency, µM (doses to about 46.1 µM), for inactives: at the top dose growth rescue (activation), most hits filed as activators; 0.23% of 320,000 active;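 also: potency is read from the fitted curve at half-maximal effect; % of control where 0% means no effect; nearly all actives have a fitted effect of over 45% in size; temperature-sensitive fusion mutants such as fzo1-1 at 37 °C on non-fermentable ethanol glycerol medium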
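S. cerevisiae fusion-defective temperature-sensitive mutants (e.g. fzo1-1, mgm1-5) grown 48 h at 37C in YPEG (ethanol/glycerol non-fermentable) medium with 23 nl compound per well; growth rescue read as CellTiterGlo luminescence.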
Integrin act MD: qHTS for Activators of Integrin-Mediated Alleviation for Muscular Dystrophy; 0.064% of 350,000 active; alpha7betagal myoblasts, beta-gal FDG fluorescence, 48 h; Potency, µM (highest dose often 38.3 µM), for the others: at the top dose activation, hits mostly activators; AID 624291, 2012;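 also: potency is read from the fitted curve at half-maximal effect; 100% = response of the positive control SU9516; nearly all actives have a fitted effect of over 60% in size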
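alpha7betagal+/- myoblasts (passage 13, 250/well) treated 48 h at 37C with compounds at 1:260 dilution of DMSO stock. Lysed, then beta-galactosidase activity read as FDG fluorescence (ex 480/em 540) after 30 min, with pre-read for autofluorescence.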
Eya2 inh: qHTS Assay for Inhibitors of the Phosphatase Activity of Eya2 | Protein phosphatase EYA2 (Homo sapiens), O00167 | recombinant Eya2, OMFP fluorescence dephosphorylation (OMFP is methylfluorescein phosphate) | Potency, µM (doses to about 76.9 µM), for inactives: at the highest dose activity, negative = inhibition, most hits filed as inhibitors | 0.006% of 330,000 active; also: potency is read from the fitted curve at half-maximal effect; % is scaled to controls: 0 for no effect and ±100 for the full control effect
Target sequence (O00167 whole entry, looked up): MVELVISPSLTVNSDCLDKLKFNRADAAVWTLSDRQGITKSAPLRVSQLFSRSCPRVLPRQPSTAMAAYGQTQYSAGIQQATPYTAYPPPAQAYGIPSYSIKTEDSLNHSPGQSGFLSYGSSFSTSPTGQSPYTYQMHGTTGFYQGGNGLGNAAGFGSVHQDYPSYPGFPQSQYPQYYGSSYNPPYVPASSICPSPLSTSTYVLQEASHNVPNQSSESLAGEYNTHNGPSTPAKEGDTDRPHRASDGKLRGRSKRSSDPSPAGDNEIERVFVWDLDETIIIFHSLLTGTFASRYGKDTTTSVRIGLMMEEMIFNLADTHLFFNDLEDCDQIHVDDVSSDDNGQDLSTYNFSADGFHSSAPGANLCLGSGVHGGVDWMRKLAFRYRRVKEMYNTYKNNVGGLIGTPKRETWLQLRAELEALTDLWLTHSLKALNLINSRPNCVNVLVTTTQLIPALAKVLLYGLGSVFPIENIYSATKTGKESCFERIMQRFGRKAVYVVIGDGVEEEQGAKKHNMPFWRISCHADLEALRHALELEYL
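Eya2 protein (added as 0.2 uM solution) was preincubated with compound for 10 min at ambient temperature in 50 mM HEPES pH 7.5, 50 mM NaCl, 5 uM MgCl2, 0.05% BSA, 1 mM DTT. OMFP (added at 50 uM) then reacted 10 min; fluorescence read at 485/525 nm.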
Tb PFK inh: qHTS Assay to Find Inhibitors of T. brucei phosphofructokinase; Potency, µM (doses to about 57.5 µM), inactives show at the highest dose activity, negative = inhibition, actives largely listed as inhibitors; 0.17% of 330,000 active; T. brucei PFK, ADP-Glo luminescence; ATP-dependent 6-phosphofructokinase (Trypanosoma brucei brucei), O15648; AID 485367, 2010;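 also: potency is read from the fitted curve at half-maximal effect; 0% = uninhibited 1x PFK enzyme wells and -100% = no-enzyme wells; nearly all actives have a fitted effect of over 60% in size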
Target sequence (O15648 whole entry, looked up): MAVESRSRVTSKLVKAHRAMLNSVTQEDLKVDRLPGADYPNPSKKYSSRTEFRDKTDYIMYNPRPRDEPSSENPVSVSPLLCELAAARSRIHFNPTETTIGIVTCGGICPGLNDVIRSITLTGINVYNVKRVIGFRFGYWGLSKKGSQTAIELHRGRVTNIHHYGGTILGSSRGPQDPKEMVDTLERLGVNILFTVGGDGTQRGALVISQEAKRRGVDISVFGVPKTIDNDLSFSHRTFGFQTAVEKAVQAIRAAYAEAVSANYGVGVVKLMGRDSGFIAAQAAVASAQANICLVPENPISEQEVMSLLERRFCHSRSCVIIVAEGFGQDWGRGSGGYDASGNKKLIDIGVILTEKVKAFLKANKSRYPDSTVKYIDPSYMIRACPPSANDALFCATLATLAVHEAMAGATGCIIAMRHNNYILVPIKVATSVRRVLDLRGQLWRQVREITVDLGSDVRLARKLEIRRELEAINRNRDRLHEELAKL
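ADP-Glo luminescence quantified ADP after 45 min at room temperature, with 1.25 nM T. brucei PFK, 0.1 mM ATP and 0.5 mM fructose-6-phosphate in pH 8.0 TEA buffer. qHTS titrations up to 57 µM; curves classified by quality.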
ELG1 DNA repair: qHTS screen for small molecules that inhibit ELG1-dependent DNA repair in human embryonic kidney (HEK293T) cells expressing luciferase-tagged ELG1; HEK293T ELG1-luciferase reporter, luminescence, 16 h; DNA damage induced by 5-fluorouridine; Potency, µM (highest dose often 46.1 µM), without a hit: at the highest dose activity change, negative = inhibition, actives largely listed as inhibitors; 2.3% of 330,000 active; AID 504467, 2011; also: potency is read from the fitted curve at half-maximal effect; % is scaled to controls: 0 for no effect and ±100 for the full control effect; nearly all actives have a fitted effect of over 55% in size
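Quantitative HTS, concentration-response format. 2,000 cells/well co-treated with 5-fluorouridine and compound, 16 hr in 5% CO2 at 37 °C; ONE-Glo luminescence read after 30 min.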
* hit, by the source's call; ? = inconclusive; · = not tested or not shown; [ ] = another dose, or the depositor's remark. Unless noted, calls follow the shape of the dose curve; as a rule, active = well fitted curve in the direction sought with a large enough effect; inconclusive = small, poorly fitted or top-dose-only effect, or another doubt; inactive = no such curve, though single readings can be large; an effect the other way counts as inactive or inconclusive.

SMILES | Chronic BCR inh | TCR act | TSHR antagonist | AT treatment | ASM inhibitor | TSG101-PTAP inh | Mito fusion yeast | Integrin act MD | Eya2 inh | Tb PFK inh | ELG1 DNA repair
O=C(COC(=O)C1COc2ccccc2O1)Nc1cccc(S(=O)(=O)N2CCCCC2)c1 (centres undefined) | 0% | 11% | 0 | -7% | -6% | 0% | -3% | 20% | -2% | 5% | ?
CC(=O)Nc1ccc(NC(=O)c2ccccc2Nc2ccccc2)cc1 | 0% | -1% | 3 | -5% | 3% | -3% | 14% | 10% | 0% | -1% | 9%
CN(C)c1ccc(C(c2nnnn2CCOC(=O)Nc2ccc(Cl)cc2)N2CCOCC2)cc1 (centres undefined) | ? | -18% | 1 | -4% | -20% | 0% | -1% | 11% | -5% | 3% | ?
O=C(CCC(=O)N1CCOCC1)NCCc1ccc(F)cc1 | ? | -3% | -6 | -4% | 6% | 0% | -3% | 9% | -10% | 4% | 13%
CC1(C)Cc2c(sc(NC(=O)c3ccccc3Cl)c2C(=O)O)CO1 | ? | 4% | -22 | 3%[11.5 µM] | 3% | 0% | -14% | -3% | 1% | 1% | -11%
COc1ccc(-c2cc(C(F)F)n3ncc(C(=O)N4CCSCC4)c3n2)cc1 | ? | -3% | -4 | 1% | 249%[activator] | -3% | 9% | -9% | -39% | -2% | 16µM*
COc1ccc(NC(=O)C2Cc3ccccc3CN2C(=O)c2ccco2)cc1 (centres undefined) | ? | -5% | 3 | -5% | 3% | 0% | 1% | ? | 16% | 0% | ?
O=C(NCc1ccco1)C(=O)NCC1OCCCN1S(=O)(=O)c1ccccc1 (centres undefined) | -1% | 1%[46.1 µM] | 9 | 1% | 0% | 0% | 1% | 16% | -3% | -7% | 21%
O=C1Nc2ccccc2N(O)N1c1cc(-c2ccccc2Cl)no1 | ? | 7% | 16 | 6% | 1% | -8% | -2% | 1% | 6% | 4% | ?
O=C(Nc1nccs1)C1CCCN1S(=O)(=O)c1cccc2cccnc12 (centres undefined) | -9% | -3% | -3 | 10% | -11% | -1% | -1% | 18% | -10% | -3% | -8%
COc1cc(/C=c2\sc3nc(=O)c(-c4ccccc4)nn3c2=O)ccc1OCCC(C)C | 7% | 1%[46.1 µM] | 5 | -1% | 4% | ? | 0% | -13% | -5% | 6% | 25%
Clc1ccc(C2CC(c3cccs3)n3ncnc3N2)c(Cl)c1 (centres undefined) | 4% | -1% | 0 | 3% | -5% | -2% | -3% | 7% | -6% | -1% | 0%
Cc1cccc(-n2nc(C(=O)c3ccco3)cc(-c3nc4ccccc4[nH]3)c2=N)c1 | ? | 1%[46.1 µM] | -6 | -11% | ? | -1% | -1% | 13% | 5% | 0% | 13µM*
CCCn1c(NCc2cccs2)nc2ccccc21 | 0% | -2% | 1 | 13% | 0% | -4% | -8% | 7% | 19% | -6% | 0%
O=C(Nc1c2c(nn1-c1ccccc1)CS(=O)C2)c1ccc(S(=O)(=O)N2CCOCC2)cc1 (centres undefined) | 0% | 8% | 9 | -18% | 4% | 0% | 18% | 8% | 4% | -2% | ·
Cc1ccc(NC(=O)CN2CCN(Cc3ccccc3)CC2)c(Br)c1 | ? | -1% | -50 | 18% | 3% | 0% | 13% | -4% | -18% | -14% | 21µM*
O=C(/C=C/c1ccc2c(c1)OCO2)c1ccc[nH]1 | ? | 2%[46.1 µM] | -7 | 5% | 164%[activator] | -3% | 0% | -9% | -4% | 2% | ?
O=C(CSc1nnc(-c2ccccc2)o1)c1nnc(-c2ccccc2)o1 | 2% | -42% | -12 | -7% | -2% | 0% | 7% | -20% | 8%[15.4 µM] | 1% | -2%
CCOc1ccc(S(=O)(=O)NCc2ccccn2)c(C)c1C | 0% | -1% | -48 | -8% | -1% | -1% | 1% | 0% | 5% | -1% | -17%
CNC(=S)N(C)/N=C1/C(=O)N(Cc2c(Cl)cccc2Cl)c2ccccc21 | ? | 0% | ? | -2% | -19% | -3% | ? | -28% | 0% | 6% | -19%
COc1ccc(Br)cc1C(=O)Nc1ccccc1N1CCN(C(=O)c2ccccc2)CC1 | 1% | 0% | -12 | 2% | -4% | -7% | 9% | 43% | -16% | -11% | ?
Cn1c(CNC(=O)C2CCCCC2)cc2cc(Cl)ccc21 | 0% | · | -7 | 15% | -4% | 2% | 1% | 13% | 5% | 1% | 4%
O=C(Nc1cccc([N+](=O)[O-])c1)N1CCN(c2ccccc2)CC1 | 2% | 9% | 7 | 1% | 0% | -6% | 11% | -17% | 7% | -1% | ?
Cc1cccc2c1CC(C)(C)N=C2C1=C(O)CCCC1=O | ? | 0% | 8 | -3% | 5% | -1% | -1% | 9% | 5% | -14% | 6%
Cc1ccc(NS(=O)(=O)c2ccc(-c3ccc(=O)[nH]n3)o2)cc1 | -11% | -1% | -9 | 4% | 0% | 0% | 10% | 10% | 15% | 0% | 6%

Continuation:
SMILES | Chronic BCR inh | TCR act | TSHR antagonist | AT treatment | ASM inhibitor | TSG101-PTAP inh | Mito fusion yeast | Integrin act MD | Eya2 inh | Tb PFK inh | ELG1 DNA repair
O=C(NCCCc1nc2ccccc2[nH]1)c1ccco1 | 2% | 13% | -13 | -5% | -1% | -3% | -1% | 41% | 8% | 3% | 8%
Cc1ccc(CNc2nc3c([nH]2)c(=O)n(C)c(=O)n3C)cc1 | 6% | -11% | 5 | 9% | -1% | 1% | -3% | -47%[inhibitor] | 2% | 0% | -1%
CCc1nn(CC(=O)NCCCN(CC)CC)c(=O)c2cc3sc(C)cc3n12 | -8% | 3% | -2 | 2% | -4% | 1% | -2% | -23% | -2% | 1% | 9%
COc1ccc2oc(C(=O)N(Cc3ccco3)Cc3cccs3)c(C)c2c1 | ? | -8% | -5 | 30% | -2% | -2% | 16% | 28% | -15% | -7% | -4%
COc1cccc(NC(=O)CCNS(=O)(=O)c2cccc3nsnc23)c1 | 4% | 5% | 3 | -3% | -6% | 0% | -2% | -3% | -5% | -4% | 11%
COc1ccc(-c2cccc([C@H]3[C@@H]4C=CC[C@@H](C)[C@@H]4C(=O)N3Cc3ccccc3)c2)cc1 | 9% | 1%[46.1 µM] | -13 | 15% | -17% | -3% | · | -4% | 2% | 2% | -11%
CCCCCCSC1=C(C#N)C(c2ccc(C)o2)CC(=O)N1 (centres undefined) | 19% | 1% | -4 | -2% | -2% | -6% | 0% | -33% | 0% | -2% | 0%
CC(C)CN(Cc1cc(=O)oc2cc3c(cc12)CCCC3)CC(C)C | -2% | -3% | 1 | -11% | -3% | -2% | 5% | 2% | -18% | -1% | ?
COc1ccc(S(=O)(=O)Nc2ccc(S(=O)(=O)Nc3cc(C)nc(C)n3)cc2)cc1OC | -11% | -2% | 1 | -10% | 2% | -2% | -3% | -4% | -6% | 1% | -1%
O=S(=O)(NC1CCCC1)c1ccc(S(=O)(=O)N2CCCN(Cc3ccccc3)C2)cc1 | -2% | 7% | -2 | 2% | 2% | -4% | 3% | 0% | -1% | -6% | -2%
